Diaphorase inh: diaphorase inhibitors and chemical oxidizers, primary screen, counter-screen for diaphorase-coupled primary assays, biochemical, uHTS, resorufin fluorescence. diaphorase resazurin-to-resorufin fluorescence, NADH, 16 min; bacterial (C. kluyveri) enzyme, not human. inhibition, % at 20 µM. actives 0.69% (n = 190,000);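 active means primary screen inhibition at 20 µM above a set limit, cut at about 50% in these data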;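 further: plate controls were DMSO with full reaction for no effect and wells lacking NADH for full effect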
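System: Diaphorase enzyme from Clostridium kluyveri | Amount: Enzyme working solution with 0.14 U/mL diaphorase | Benchmarks: No-NADH positive control and DMSO neutral control | Signal: Fluorescence of resorufin formed from resazurin, Ex 544/Em 590 nm | Schedule: 16-min room-temperature incubation before reading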
TNAP inh hiacc: human TNAP enzyme inhibitors, primary screen, biochemical, luminescent, high phosphate acceptor level, uHTS | actives 0.03% (n = 200,000) | purified TNAP, CDP-star luminescence, 1 M DEA | AID 1135, 2008 | Alkaline phosphatase, tissue-nonspecific isozyme (Homo sapiens), P05186 | inhibition, % at 20 µM;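 active means over 50% inhibition of tissue-nonspecific alkaline phosphatase at 20 µM in the single-dose screen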;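 further: plate controls were DMSO wells for no effect and EDTA-quenched wells as full inhibition for full effect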
Target sequence (P05186 whole entry, looked up): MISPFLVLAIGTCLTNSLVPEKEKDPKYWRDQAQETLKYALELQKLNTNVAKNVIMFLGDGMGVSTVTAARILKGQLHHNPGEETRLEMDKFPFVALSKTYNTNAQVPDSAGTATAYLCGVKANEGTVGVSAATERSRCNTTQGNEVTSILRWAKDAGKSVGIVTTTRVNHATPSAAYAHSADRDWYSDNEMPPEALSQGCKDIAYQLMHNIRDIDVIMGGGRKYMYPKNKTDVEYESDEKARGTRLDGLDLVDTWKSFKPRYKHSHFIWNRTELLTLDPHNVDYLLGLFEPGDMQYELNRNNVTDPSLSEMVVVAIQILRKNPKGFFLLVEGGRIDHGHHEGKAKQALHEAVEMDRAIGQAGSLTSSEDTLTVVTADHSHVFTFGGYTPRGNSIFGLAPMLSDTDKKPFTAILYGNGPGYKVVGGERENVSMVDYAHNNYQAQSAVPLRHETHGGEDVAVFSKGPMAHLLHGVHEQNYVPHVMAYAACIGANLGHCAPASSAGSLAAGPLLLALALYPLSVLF
bIAP inh: bovine intestinal alkaline phosphatase inhibitors, primary screen, selectivity assay for TNAP inhibitor project, biochemical, bovine IAP, CDP-star luminescence. alkaline phosphatase, intestinal [Bos taurus]. purified bovine IAP, 30 min. inhibition, % at 20 µM. 190,000 tested, under 10 active;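 active means over 50% inhibition of intestinal alkaline phosphatase at 20 µM in the single-dose screen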
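System: purified bovine intestinal alkaline phosphatase (IAP) enzyme; Input: IAP diluted 1/65,000,000 in the well; Measured by: CDP-star luminescence signal; Compound dosing: 20 µM single dose; Incubation: 30 min reaction at room temperature.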
bIAP activator: bovine intestinal alkaline phosphatase activators, primary screen, biochemical, bovine IAP, CDP-star luminescence | alkaline phosphatase, intestinal [Bos taurus] | purified bovine IAP, 30 min; stronger effect = higher value; fold of DMSO-control signal, blank-subtracted | activation factor at 20 µM | actives 0.17% (n = 200,000) | AID 1016, 2008;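 active means activation factor of 2 or more at 20 µM, a signal rise over negative controls twice the positive control's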
L major viab: Leishmania major promastigote growth inhibition, primary screen. Leishmania major promastigotes, resazurin fluorescence viability. inhibition, % at 10 µM. actives 9% (n = 200,000). AID 1063, 2008; in the data active means inhibition above about 50%;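 further: promastigotes grown with compound for 44 hours at 28 °C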
TNAP act hi DEA: TNAP activators at high phosphate acceptor level, primary screen, biochemical, luminescence, uHTS; Alkaline phosphatase, tissue-nonspecific isozyme (Homo sapiens), P05186; purified TNAP, CDP-star luminescence, 1 M DEA, 30 min; stronger effect = higher value; 0 = EDTA background, 1 = DMSO-only activity; activation factor at 20 µM; 200,000 tested, under 10 active; AID 1136, 2008;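 active means activation factor at least 2 at 20 µM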
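Test system – human TNAP · Doses – 20 µM single point · Incubation – 30 min, room temperature · Signal – luminescent substrate turnover signal · Read-out basis – activation factor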
TNAP inh noacc: human TNAP enzyme inhibitors, primary screen, biochemical, luminescent, no phosphate acceptor, uHTS | AID 1012, 2008 | actives 0.26% (n = 200,000) | purified TNAP, CDP-star luminescence, 30 min | inhibition, % at 20 µM;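 active means tissue-nonspecific alkaline phosphatase inhibition above about 50% at 20 µM in the single-dose screen, limit read from the data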;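 further: 0% = DMSO negative control and 100% = EDTA positive control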
Diaphorase act: compounds boosting diaphorase resazurin reduction – biochemical, uHTS, resorufin fluorescence, counter-screen for diaphorase-coupled primary assays, primary screen | activation factor at 20 µM | Diaphorase/resazurin coupled assay, 16 min; stronger effect = higher value; 1 = vehicle wells, 0 = NADH-free wells | actives 0.005% (n = 190,000);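 active means diaphorase activity raised at least twofold by the compound at 20 µM; inactive means activation factor below 2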
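Assay system: bacterial diaphorase enzyme (C. kluyveri) / Input: enzyme 0.07 U/mL final / Medium: 50 mM HEPES pH 7.4 with 4.542 mM MgCl2, 0.005% Tween 20 / Doses: single compound dose of 20 µM, 1% DMSO final / Incubation: 16 min enzyme reaction, ambient temperature / Signal: fluorescence, excitation 544 nm and emission 590 nm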
PMI act: activators of human PMI, primary screen, biochemical, fluorescence intensity, near-Km mannose 6-phosphate; activation factor at 20 µM; AID 1214, 2008; purified human PMI, coupled resazurin fluorescence, 20 min; stronger effect = higher value; 1 = vehicle control, 0 substrate-free wells; actives 0.005% (n = 190,000);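 active means activation factor of 2 or more at 20 µM, relative to plate controls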
Target sequence (P34949 whole entry, looked up): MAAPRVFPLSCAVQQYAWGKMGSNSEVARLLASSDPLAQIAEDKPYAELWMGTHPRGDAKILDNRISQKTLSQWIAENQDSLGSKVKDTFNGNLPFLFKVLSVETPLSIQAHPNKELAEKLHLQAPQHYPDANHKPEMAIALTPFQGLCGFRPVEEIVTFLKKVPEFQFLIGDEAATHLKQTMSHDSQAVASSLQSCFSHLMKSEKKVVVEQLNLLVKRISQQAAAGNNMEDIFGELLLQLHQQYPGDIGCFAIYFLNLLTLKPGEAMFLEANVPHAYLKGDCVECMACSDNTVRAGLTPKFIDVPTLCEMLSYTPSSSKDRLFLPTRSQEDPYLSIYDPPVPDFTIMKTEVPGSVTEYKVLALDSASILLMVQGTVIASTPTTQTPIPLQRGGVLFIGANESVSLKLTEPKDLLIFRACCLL
PMI act hi M6P: human PMI activators, high substrate, primary screen, biochemical, fluorescence intensity, near-saturating mannose 6-phosphate; activation factor at 20 µM; AID 1216, 2008; actives 0.34% (n = 190,000); coupled PMI enzyme assay, resazurin fluorescence, 20 min; stronger effect = higher value; 1 = untreated enzyme, 0 = substrate-free blank;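 active means activation factor of 2 or more at 20 µM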
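test system = human PMI in coupled enzyme assay | medium = HEPES-buffered pH 7.4 with magnesium and detergent | also added = 1.0 mM mannose-6-phosphate substrate with 0.22 mM NADP+ | compound = 20 µM single dose | times = 20 min incubation at room temperature | measured by = resorufin fluorescence (Ex 544/Em 590 nm) from resazurin via diaphorase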
The depositor's hits bear a star; / = no result given.

SMILES	Diaphorase inh	TNAP inh hiacc	bIAP inh	bIAP activator	L major viab	TNAP act hi DEA	TNAP inh noacc	Diaphorase act	PMI act	PMI act hi M6P
Cc1ccc(O)c(-c2cc(C(=O)NCc3ccncc3)[nH]n2)c1	21	-4	-106	2.1*	2	1	-102	0.8	0.9	0.8
Cc1ccc(S(=O)(=O)c2c(C)nn(-c3ccccc3)c2OC(=O)c2ccc(Br)o2)cc1	18	1	-16	1.2	53*	1	-5	0.8	1	1.2
CC1=C(C(=O)Nc2ccccn2)C(c2cccnc2)n2nnnc2N1 (stereo unspecified)	2	-3	5	0.9	-3	1	-6	1	1	1
Cc1sc(NC(=O)CSc2nnc(C)c(=O)[nH]2)c(C#N)c1C	8	-10	4	1	-4	1.1	-8	0.9	1.1	1.1
Cc1ccn2c(NC(=O)c3ccco3)c(-c3ccccc3)nc2c1	9	-4	6	0.9	12	1	-11	0.9	1.1	1
Cc1ccc(NC(=O)COC(=O)CNC(=O)c2ccc(C)s2)cc1	6	-5	11	0.9	-5	1.1	-11	0.9	1	1
CCC(CCC(=O)Nc1nncs1)C(=O)O (stereo unspecified)	10	-3	10	0.9	-18	1	-5	0.9	1.1	1
O=C(OCc1ccccc1)C1=NNC2C(=O)N(c3ccccc3)C(=O)C12 (stereo unspecified)	5	-1	-34	1.3	-5	1	-19	0.9	0.9	1.1
COCCCN1C(=O)C(=O)/C(=C(/O)c2ccc(OC(C)C)cc2)C1c1ccc(O)c(OC)c1 (stereo unspecified)	18	-8	5	0.9	-10	1.1	-17	0.8	0.9	0.9
CCN(CC)CC#CC(O)(c1ccccc1)c1ccccc1	/	0	-18	1.2	7	1	-8	/	/	/
Cc1c(NC(=O)C(C)Sc2n[nH]c(N)n2)c(=O)n(-c2ccccc2)n1C (stereo unspecified)	-16	-7	8	0.9	0	1.1	33	1.2	1.1	1.2
COCCOC(=O)c1c(C)n(C)c2ccc(OC(=O)c3cccs3)cc12	30	-8	8	0.9	-8	1.1	-2	0.7	1	1
COc1ccccc1CCN=C(N)NS(=O)(=O)c1ccc(C)cc1	3	-3	10	0.9	-1	1	-8	1	0.9	0.9
COc1cnc(SCc2c(Cl)cccc2Cl)nc1Cl	8	1	18	0.8	0	1	-6	0.9	0.9	0.9
COc1cccc(-c2cc(=O)c3cc(NC(=O)c4ccc(Cl)cc4)ccc3[nH]2)c1	3	-1	23	0.8	-6	1	-8	1	1.1	1
Cc1ccc2cc(C#N)c(N3CCN(C)CC3)nc2c1	-8	5	9	0.9	19	1	-2	1.1	1.2	1.2
CN(C)S(=O)(=O)c1cc(NC(=O)CN2CCN(c3ccccc3)CC2)ccc1Cl	13	-1	44	0.6	0	1	-7	0.9	0.9	1
C=CCSC1=N/C(=C\c2cc(OC)c3c(c2)OCO3)C(=O)S1	10	0	17	0.8	-8	1	3	0.9	1	1
CC(=O)Nc1ccc(S(=O)(=O)N2CCN(C3CCCCCCC3)CC2)cc1	6	-5	-12	1.1	-4	1	-7	0.9	1	1.1
Cc1nn(Cc2ccccc2Cl)c2sc(C(=O)NCCCn3ccnc3)cc12	-8	-4	-36	1.4	23	1	-11	1.1	1.2	1.2
COC(=O)C(C)Sc1ncnc2c1c(-c1ccccc1)cn2-c1ccc(OC)cc1 (stereo unspecified)	22	-2	15	0.8	5	1	-12	0.8	0.8	0.9
O=C(CN1C2CCCC1CC(NC(=O)c1ccco1)C2)Nc1ccccc1 (stereo unspecified)	11	-3	0	1	18	1	-6	0.9	0.8	0.9
CCCCOC(=O)c1cc(=O)[nH]c2ccc(C)cc12	10	-1	-9	1.1	7	1	-2	0.9	0.8	0.6
COc1ccc(CNCCC2(Cc3ccccc3)CC(C)N(C)CC2C)cc1OC (stereo unspecified)	4	-2	-17	1.2	20	1	-8	1	1	0.9
CCc1nnc(NC(=O)C2CCCCN2S(=O)(=O)c2ccccc2)s1 (stereo unspecified)	11	-2	-15	1.1	7	1	-4	0.9	1.2	1

Single values from the entries so far.
For PMI act hi M6P, Cc1ccn2c(NC(=O)c3ccco3)c(-c3ccccc3)nc2c1 shows 1
For PMI act hi M6P, Cc1c(NC(=O)C(C)Sc2n[nH]c(N)n2)c(=O)n(-c2ccccc2)n1C (stereo unspecified) shows 1.2

Back to the main list; the 2 compounds before the break are reprinted first.
SMILES	Diaphorase inh	TNAP inh hiacc	bIAP inh	bIAP activator	L major viab	TNAP act hi DEA	TNAP inh noacc	Diaphorase act	PMI act	PMI act hi M6P
COc1ccc(CNCCC2(Cc3ccccc3)CC(C)N(C)CC2C)cc1OC (stereo unspecified)	4	-2	-17	1.2	20	1	-8	1	1	0.9
CCc1nnc(NC(=O)C2CCCCN2S(=O)(=O)c2ccccc2)s1 (stereo unspecified)	11	-2	-15	1.1	7	1	-4	0.9	1.2	1
CCN1CCc2c(C#N)c(NCc3ccccc3)nc(N(CC)CC)c2C1	-8	-8	-8	1.1	98*	1.1	4	1.1	1	1
CCN(CC(=O)NCc1cccs1)S(=O)(=O)c1cccc(C(C)=O)c1	6	-7	5	1	1	1.1	-13	0.9	1.1	1
CC(NC(=O)/C(=C/c1cccc([N+](=O)[O-])c1)NC(=O)c1ccco1)C(=O)O (stereo unspecified)	-3	-2	3	1	55*	1	-26	1	1	1.1
O=C(NOC(=O)c1cc(Br)ccc1Cl)c1cccs1	5	-5	4	1	-6	1	-12	1	1.1	1.1
Cc1n[nH]c(C)c1S(=O)(=O)N1CCCC(C(=O)N2CCc3ccccc32)C1 (stereo unspecified)	9	-4	-25	1.2	4	1	20	0.9	1	1.1
Cc1nc(N)nc(C)c1Cc1ccccc1	17	-2	22	0.8	-3	1	-14	0.8	1	1
Cc1ncoc1C(=O)Nc1ccc(Oc2ccccc2)cc1	-4	3	14	0.9	17	1	-2	1	1	1.1
COC(=O)C1=C(C)NC(=O)CC1c1ccccc1F (stereo unspecified)	12	-8	-2	1	-1	1.1	-5	0.9	1.1	1
COC(=O)C1c2ccccc2-c2ccccc21	22	-5	5	1	-14	1	-13	0.8	1.3	1.2
O=C(Cn1cc(/C=N/O)c2ccccc21)N1CCOCC1	0	-6	6	0.9	-4	1.1	-12	1	1	1.1
CCn1c(SCC(=O)N/N=C/C=C/c2ccco2)nc2ccccc21	32	4	-5	1	18	1	-12	0.7	1	0.9
CCOC(=O)C1=C(C)N=C2c3ccccc3C(=O)C2C1c1ccc(Cl)cc1 (stereo unspecified)	11	7	4	1	96*	0.9	1	0.9	0.9	1
CCOc1cccc2sc(Cl)nc12	7	0	-15	1.1	-10	1	0	0.9	1	1
COc1cccc(-c2nc3n(n2)C(c2ccc4c(c2)OCO4)C(C(N)=O)=C(C)N3)c1 (stereo unspecified)	-15	-7	-8	1.1	0	1.1	3	1.1	1.1	1
Cc1ccc(C(=O)NCCN2CCOCC2)cc1	12	-1	16	0.8	-7	1	-9	0.9	1	1
O=C(NC(=S)Nc1ccc(Oc2ccc(Cl)cc2)cc1)c1ccccc1	18	-3	32	0.7	8	1	-3	0.8	0.9	0.9
CN(C)/C=N/c1cc(=O)[nH]c(=O)n1C	10	-4	-12	1.1	-7	1	-13	0.9	0.9	0.9
Cc1ccc(OCCSc2cc(C)nc(N)n2)cc1	28	-8	12	0.9	16	1.1	-19	0.7	0.9	0.9
Cc1ccc(NC2=C(Cl)C(=O)OC2OC(=O)c2ccccc2)c(C)c1 (stereo unspecified)	10	3	14	0.9	7	1	-6	0.9	1	0.9
COCCCNC(=O)C1CCCN(C(=O)Nc2ccc(OC)cc2)C1 (stereo unspecified)	12	-4	6	0.9	-3	1	-12	0.9	0.9	0.9
CC(NC(=S)Nc1cccc(C(F)(F)F)c1)C(C)(C)C (stereo unspecified)	18	-4	15	0.8	26	1	-8	0.8	0.9	0.5
COC(=O)c1cccc(-n2cnnn2)c1	-5	-2	9	0.9	-2	1	-9	1.1	1.1	1
OCC1OC(n2nnc3ccccc32)C(O)C(O)C1O (stereo unspecified)	9	-4	1	1	-3	1	-11	0.9	1	1
CCc1nnc(NC(=O)CCn2cnc3ccccc3c2=O)s1	8	-2	-2	1	0	1	-3	0.9	0.9	1
CC(=O)N(CCN(C(C)=O)c1ccccc1)c1ccccc1	16	0	7	0.9	-15	1	-4	0.8	0.9	0.9

Other structures
SMILES	Diaphorase inh	TNAP inh hiacc	bIAP inh	bIAP activator	L major viab	TNAP act hi DEA	TNAP inh noacc	Diaphorase act	PMI act	PMI act hi M6P
Cc1ccc(C2CC(c3cccs3)=NN2C(=O)c2ccco2)o1 (stereo unspecified)	18	-2	10	0.9	8	1	2	0.8	1	0.9
COC(=O)CSc1snnc1-c1ccc(Cl)c(Cl)c1	26	-4	11	0.9	-10	1	-6	0.7	0.9	0.9
CCn1c(SCC(=O)O)nc2ccccc21	-1	-4	-1	1	-4	1	-5	1	1	1.1
CC1=NS(=O)(=O)c2cc(Cl)ccc2N1	13	-4	-18	1.2	-8	1	-6	0.9	0.9	0.9
CC(C)c1ccc(NC(=O)CNC(=O)Cn2cnc3ccccc3c2=O)cc1	16	0	-3	1	4	1	-3	0.8	0.9	1
CC(NC(=O)COC(=O)CC(c1ccccc1)c1ccccc1)c1ccccc1 (stereo unspecified)	22	-5	17	0.8	-3	1.1	-25	0.8	0.8	0.9

Profiles as entered above. Screens in order: Diaphorase inh	TNAP inh hiacc	bIAP inh	bIAP activator	L major viab	TNAP act hi DEA	TNAP inh noacc	Diaphorase act	PMI act	PMI act hi M6P
COC(=O)CSc1snnc1-c1ccc(Cl)c(Cl)c1 is listed with 26	-4	11	0.9	-10	1	-6	0.7	0.9	0.9
CCn1c(SCC(=O)O)nc2ccccc21 is listed with -1	-4	-1	1	-4	1	-5	1	1	1.1
CC(NC(=O)COC(=O)CC(c1ccccc1)c1ccccc1)c1ccccc1 (stereo unspecified) is listed with 22	-5	17	0.8	-3	1.1	-25	0.8	0.8	0.9

Compound activity: PubChem, several laboratories
